Dengue-2 NS5 capping: Dengue-2 NS5 methyltransferase inhibitors, primary screen, biochemical, confirmation dose response (AID 588689) | 0.3% of 340,000 active | Dengue-2 NS5 methyltransferase capping enzyme assay, biochemical; higher % means a stronger effect | inhibition, % at 25 µM; hits with a dose series show IC50 in µM | Genome polyprotein (Dengue virus type 2 (strain 16681-PDK53)); in the data active = a potency from the dose series; inconclusive = inhibition above about 29% without an active follow-up result
HIV peptide binding: inhibitors of HIV fusion peptide binding, primary screen, biochemical, uHTS, fluorescence dequenching (AID 1986); cell-free peptide binding, fluorescence dequenching, 30 min; higher % means a stronger effect; one-dose inhibition, % at 20 µM; IC50 in µM for titrated hits; 0.3% of 290,000 active; in the data active = inhibition mostly above about 52%, no sharp cut-off; inactive = mostly below about 76%; also: some results filed as inactive read as strong as hits
AID2073: inhibitors of Mint1-CaV2.2 protein interaction, biochemical, HTRF (AID 2073); Voltage-dependent N-type calcium channel subunit alpha-1B (Homo sapiens); HTRF protein-protein interaction, Mint1-CaV2.2; higher % means a stronger effect; one-dose inhibition, % at 20 µM; IC50 in µM for titrated hits; 0.19% of 290,000 active; in the data active = inhibition mostly above about 51%, no sharp cut-off; inconclusive = no clear call, values can overlap the other calls; inactive = mostly below about 53%; also: some results filed as inactive read as strong as hits
West Nile antiviral: West Nile virus antiviral activity, cell-based, CPE readout (AID 1621) | West Nile virus-infected cells, CPE inhibition; higher % means a stronger effect | 0.02% of 290,000 active | one-dose CPE inhibition, % at 10 µM; IC50 in µM for titrated hits; in the data active = a potency from the dose series; inconclusive = CPE inhibition mostly from about 3.7% at the one dose, without a potency; inactive = the rest, 99 in 100 with CPE inhibition below about 2.2%; also: strong numbers were not always called active
KOR beta-arrestin-1: KOR antagonists, beta-arrestin recruitment, cell-based, luminescence, uHTS (AID 1778) | one-dose inhibition, % at 10 µM; IC50 in µM for titrated hits | KOR beta-arrestin recruitment, luminescence, antagonist mode; higher % means a stronger effect | 0.091% of 290,000 active; also: strong numbers were not always called active
NOD2 inhibition: NOD2 signaling inhibitors, cell-based, luminescence, uHTS, HEK293 (AID 1566) | HEK293 NOD2/NF-kB luciferase reporter, luminescence; higher % means a stronger effect | one-dose inhibition, % at 4 µM; EC50 in µM for titrated hits | 0.63% of 290,000 active; also: many of its hits are not listed in these tables
KOR beta-arrestin-2: KOR agonists, beta-arrestin recruitment, primary screen, cell-based, luminescence, uHTS (AID 1777) | 0.02% of 280,000 active | Kappa-type opioid receptor (Homo sapiens) | activation, % at 10 µM; hits with a dose series show EC50 in µM | KOR beta-arrestin recruitment, luminescence; higher % means a stronger effect; in the data active = activation above about 50%, passing the limit was not always enough; also: a part of the inactive calls stands beside numbers as strong as those of hits
NOD1 NF-kB reporter: NOD1 signaling inhibitors, primary screen, cell-based, luminescence, uHTS (AID 1578); NOD1-driven NF-kB luciferase reporter cells, luminescence; higher % means a stronger effect; one-dose inhibition, % at 4 µM; EC50 in µM for titrated hits; 1% of 290,000 active; in the data active = inhibition mostly above about 36%, no sharp cut-off; inactive = mostly below about 34%;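 also: HEK-293T reporter cells stimulated with the NOD1 agonist gamma-tri-DAP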
Yfh1-off respiration: enhancers of respiration in Yfh1-depleted yeast, dose response, Friedreich's ataxia, plus single-dose screen (AID 1465); S. cerevisiae Yfh1-off respiration, WST-1 reduction, 72 h; higher fold induction means a stronger effect; one-dose fold induction at 50 µM; EC50 in µM for titrated hits; 0.074% of 220,000 active;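 active = fold induction of absorbance versus untreated yeast above a set limit, then at least 30% activation at any dose in follow-up; inconclusive = repeats straddling the limit, or above it without dose testing; inactive = fold induction below the set limit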;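 also: activators that raise dye reduction in frataxin-depleted yeast; strong numbers were not always called active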
Dengue-2 NS5 capping pilot replicate: also measured in Dengue-2 NS5 capping; calls as there; inhibition, %; measured here: pilot screen replicate inhibition
Active calls of the source: *; i = inactive; ? = inconclusive; nt = not tested or not shown; [ ] = dose if it differs, or a comment. Rule as the data show it, unless noted: active = inhibition above about 50%; inactive = the rest.

SMILES	Dengue-2 NS5 capping	HIV peptide binding	AID2073	West Nile antiviral	KOR beta-arrestin-1	NOD2 inhibition	KOR beta-arrestin-2	NOD1 NF-kB reporter	Yfh1-off respiration	others
COc1c(C=O)cc2c3c1CCCN3CCC2	-14%	0.6%	7%	-0.2%	-39%[20 µM]	19%	-2.9%	-5%	nt
CCCC/C(O)=C1\C(=O)CC(C)(C)CC1=NCCCCCC(=O)O	-9%	-0.9%	22%	0.0%	-3%	13%	-4.6%	-23%	i
Cc1cccc(C)c1N1CCN(C(=O)N2CCOCC2)CC1	-4%	-1.2%	-11%	0.4%	17%	11%	2.8%	-11%	i
CCN(CC)CCN1C(=O)C(=O)/C(=C(/O)c2c(C)[nH]c(C(=O)OC)c2C)C1c1ccc(OC)cc1 (configuration not stated)	5%	0.7%	5%	nt	-28%	0%	12%	-18%	nt
C/C(Cc1ccccc1)=N\NC(=O)CNC(=O)Cc1ccccc1	-8%	0.0%	-3%	0.1%	18%	3%	3.3%	-6%	i
O=C(O)C1OC(Oc2cc3oc(-c4ccccc4)cc(=O)c3c(O)c2O)C(O)C(O)C1O (configuration not stated)	6%	25%	-4%	-0.1%	-36%	-2%	3.4%	31%	i
O=c1cc(CSc2ccc(Cl)cc2)nc(N2CCOCC2)[nH]1	1%	4.5%	6%	-0.9%	-24%	-3%	-2.3%	-18%	i
Cc1ccsc1/C=C1/NC(=O)N(Cc2ccc(F)cc2)C1=O	15%	-1.8%	2%	-1.0%	-30%[20 µM]	20%	-4.0%	-2%	i
Cc1cc(Cl)ccc1OCc1nc(-c2ccncc2)no1	nt	-1.7%	-4%	-2.0%	7%	-46%	-3.4%	-53%	i
COc1cc(OC)c(C2CC(=O)N3CN(c4ccccc4)CSC3=C2C#N)cc1OC (configuration not stated)	0%	-1.2%	6µM*	-0.1%	19%	10%	-5.4%	-13%	i	Dengue-2 NS5 capping pilot replicate=34
Cn1nc(C(=O)Nc2cccnc2)c2ccccc2c1=O	-7%	2.3%	13%	0.2%	-9%	2%	0.8%	-9%	i
N=c1oc2ccc([N+](=O)[O-])cc2cc1C(=O)NCc1ccccc1	-22%	8.4%	2%	-0.3%	-60%[20 µM]	1%	-6.6%	-19%	nt
COc1ccc(C(=O)Nc2ccc(C(=O)N3CCCCC3)cc2)cc1OC	-1%	-1.8%	-6%	-0.5%	-11%	49%	-4.3%	-44%	nt
COc1ccc(/C=N/NC(=O)c2[nH]c3ccc(Br)cc3c2-c2ccccc2)cc1	5%	-0.7%	15%	-0.4%	-54%	-9%	-0.1%	-2%	i
COc1ccc(-n2c(SCC(=O)N3CCCCC3)nc3ccccc3c2=O)cc1	-6%	1.2%	8%	0.3%	-9%	-11%	-1.4%	-16%	nt
COc1ccc(CN(C)C(=O)CNC(=O)c2ccc3ccccc3c2)c(OC)c1	3%	-1.8%	6%	-0.7%	1%	-17%	4.1%	2%	nt
Cc1cc(C)cc(OCC(=O)N/N=C/c2ccco2)c1	0%	-2.4%	0%	0.1%	2%[20 µM]	3%	-2.5%	6%	i
O=[N+]([O-])c1cc(/C=N\Nc2nccs2)ccc1O	nt	71%*	10%	nt	-25%	13%	-3.6%	19%	nt
CCCCC(CC)CNCc1cccn1CCN1CCOCC1 (configuration not stated)	-3%	2.2%	5%	-1.4%	20%	6%	-0.7%	-15%	nt
CCN1CCN(CC(O)COc2cccc(OC)c2)CC1 (configuration not stated)	-9%	3.9%	-7%	0.3%	11%	13%	-3.0%	8%	i

Filtered by structure, the entries above containing a nitro group on carbon.
SMILES	Dengue-2 NS5 capping	HIV peptide binding	AID2073	West Nile antiviral	KOR beta-arrestin-1	NOD2 inhibition	KOR beta-arrestin-2	NOD1 NF-kB reporter	Yfh1-off respiration	others
N=c1oc2ccc([N+](=O)[O-])cc2cc1C(=O)NCc1ccccc1	-22%	8.4%	2%	-0.3%	-60%[20 µM]	1%	-6.6%	-19%	nt
O=[N+]([O-])c1cc(/C=N\Nc2nccs2)ccc1O	nt	71%*	10%	nt	-25%	13%	-3.6%	19%	nt

Following part
SMILES	Dengue-2 NS5 capping	HIV peptide binding	AID2073	West Nile antiviral	KOR beta-arrestin-1	NOD2 inhibition	KOR beta-arrestin-2	NOD1 NF-kB reporter	Yfh1-off respiration	others
Cc1ccc2c(c1C)NC(=O)C2(O)CC(=O)c1ccc2c(c1)OCO2 (configuration not stated)	-6%	-0.6%	4%	-0.4%	13%	8%	-0.2%	-2%	i
COc1cc(/C=N/N(C)c2ccccc2)cc(Cl)c1O	-11%	0.1%	-18%	-1.0%	-18%	-20%	-2.7%	-29%	i
O=S1(=O)CCN(C(CO)c2ccccc2)CC1 (configuration not stated)	3%	0.1%	-2%	0.6%	23%	-9%	-6.6%	-35%	i
CC1CC(C)CN(c2oc(-c3ccco3)nc2C#N)C1 (configuration not stated)	-1%	5.7%	-1%	nt	-34%	4%	7.8%	-25%	nt
CCOC(=O)C1CCCN(CCC(=O)Nc2cccc(C)c2)C1 (configuration not stated)	-6%	-0.2%	0%	0.4%	16%[20 µM]	7%	nt	-38%	i
CCOC(=O)c1c(/N=C/c2ccc(C)cc2O)sc2c1CCN(C)C2	-5%	0.8%	-23%	-0.1%	0%	18%	-5.9%	1%	i
Cc1ccc(S(=O)(=O)N2CCN(C(=O)C3CCCC3)CC2)cc1C	-4%	1.2%	8%	-1.2%	0%	-13%	-0.2%	-12%	nt
Cc1ccc(-c2c[nH]c(=S)n2-c2ccccc2)cc1	-10%	-1.7%	15%	-1.1%	8%	-30%	-6.3%	-6%	i
CCOC(=O)CNC(=O)CSc1nnc(-c2ccccc2)c(-c2ccccc2)n1	-11%	-1.1%	?	-0.3%	-12%[20 µM]	18%	nt	-28%	i
CC(=O)c1ccc(N2CCN(C(=O)CCS(=O)(=O)c3ccc4c(c3)NC(=O)CS4)CC2)cc1	2%	-0.9%	15%	3.2%	-5%	9%	-0.3%	-15%	nt
Cc1ccc(Cn2ccc(NC(=O)c3cc(C)on3)n2)cc1	-2%	3.9%	2%	-0.8%	1%	-23%	-1.5%	-29%	i
COc1cc(C(=O)NC2CCN(CC(=O)Nc3cccc(C)c3C)CC2)cc(OC)c1OC	-5%	0.1%	1%	-2.2%	29%[20 µM]	5%	-8.7%	-26%	nt	Dengue-2 NS5 capping pilot replicate=-4.9
O=C(NCCCN=C1NS(=O)(=O)c2ccccc21)c1ccc(Cl)cc1	-3%	-0.1%	3%	-0.6%	-23%	21%	-3.1%	-23%	nt
CCOc1ccc(NC(=S)N(CCN2CCOCC2)Cc2cc3cc4c(cc3[nH]c2=O)OCCO4)cc1	-3%	2.0%	-4%	-0.2%	4%	13%	-3.0%	-16%	i
Nc1nc2ccc(S(=O)(=O)N3CCCCC3)cc2s1	-19%	1.9%	-10%	-0.1%	-34%	10%	3.0%	-18%	i
O=C(Nc1nc(-c2ccccc2)cs1)NC1CCCCC1	4%	-1.8%	-3%	-0.2%	-19%	-19%	-0.6%	-28%	i
CC(C)(C)c1ccc(-n2ncc3c2CCCC3NC(=O)CN2CCCC2=O)cc1 (configuration not stated)	-1%	0.8%	38%	-1.5%	-8%	36%	3.6%	19%	nt
Cc1ccccc1C(=O)NC(=S)NCC(=O)c1ccccc1	-5%	0.1%	-15%	-0.1%	-6%	6%	3.4%	9%	i
COc1ccc(S(=O)(=O)N(C)c2ccc(C(=O)Nc3c(C)n(C)n(-c4ccccc4)c3=O)cc2)cc1	-5%	-1.8%	4%	-0.2%	16%	-2%	3.0%	-32%	nt
CN(C)c1cccc(C(=O)N/C=C/n2cnc3cc(C(F)(F)F)ccc32)c1	-5%	0.4%	28%	-0.5%	-20%	4%	-0.3%	-12%	i
CC(=O)c1ccc(NC2OC(C)C(O)C(O)C2O)cc1 (configuration not stated)	-5%	0.1%	-3%	0.5%	18%	7%	-4.5%	-20%	i
CCCCn1c2ccccc2c2cc(CC(N)=O)ccc21	-4%	1.4%	10%	-0.6%	-28%	19%	1.4%	-2%	i
C#Cc1ccc(CN2CCN(Cc3ccsc3)C(CCO)C2)cc1 (configuration not stated)	-3%	0.7%	2%	0.6%	4%[20 µM]	7%	2.8%	12%	i
COc1ccccc1CCC(=O)N(C)CC(=O)Nc1ccc(F)cc1	1%	-1.7%	-5%	-0.1%	16%	1%	2.8%	-17%	nt
CN(Cc1ccsc1)C(=O)CCc1nnc(CCCc2ccccc2)o1	0%	-0.1%	?	-1.0%	7%[20 µM]	-61%	0.0%	-51%	i
CCOC(=O)c1c(NC(=O)C(C)N2CCN(C(=O)c3ccco3)CC2)sc2c1CCCC2 (configuration not stated)	-13%	3.2%	6%	nt	-34%	24%	-4.9%	31%	nt
COc1ccccc1C(=O)OCc1ccc2sc(C)nc2c1	0%	-1.4%	-1%	1.4%	-7%	-13%	0.8%	-6%	i
CC1OC2(C)OC(=N)C1(C#N)C(C#N)(C#N)C2c1ccccc1 (configuration not stated)	?	97%	5%	-0.2%	-8%	0%	-3.1%	-6%	i
CN(C)c1ccc([N+](=O)[O-])cc1C(=O)NCC(c1ccco1)N(C)C (configuration not stated)	2%	-0.9%	-24%	0.6%	-4%	2%	-4.3%	-30%	nt
O=C(Cn1nc(-c2ccccc2F)ccc1=O)NCc1ccc2c(c1)OCO2	-9%	0.2%	2%	0.6%	-18%	-18%	1.8%	-57%	i
O=C(Nc1ccc2c(c1)OCO2)C1CC(c2c(F)cccc2Cl)=NO1 (configuration not stated)	-3%	-0.8%	-3%	-0.1%	6%	-37%	6.5%	-40%	i
COc1ccc(N2CCN(C(=O)CCCn3c(=O)c4cccn4c4cccnc43)CC2)cc1	-3%	-0.6%	3%	1.0%	2%	-8%	17%	-6%	nt
Cc1ccc(S(=O)(=O)c2nc(NCCN(C)C)sc2Cl)cc1	3%	3.3%	9%	1.8%	10%	-4%	-5.3%	18%	i	Dengue-2 NS5 capping pilot replicate=-1.8
CC(C)(C)CN1CCNC(=O)C1CC(=O)N1CCOc2ccccc2C1 (configuration not stated)	1%	1.3%	-1%	-0.1%	-17%	0%	-0.4%	-31%	i
CC(=O)CCc1ccc(OCCCOc2cccc3cccnc23)cc1	-3%	1.5%	4%	-1.1%	-15%	1%	3.2%	12%	nt
CC(C)CC(=O)NC(=S)Nc1ccccc1C(F)(F)F	-9%	-1.2%	-7%	-1.6%	35%	9%	1.4%	-24%	i
CCOc1ccccc1NC(=O)CCS(=O)(=O)c1cccs1	-8%	1.6%	-4%	-0.7%	-3%	8%	-5.7%	-16%	nt
Cc1ccc(S(=O)(=O)NNC(=S)NC(=O)c2ccc([N+](=O)[O-])cc2)cc1	-3%	3.1%	-17%	-0.2%	14%	17%	-0.3%	-10%	i

An excerpt; rates above refer to the full screens.
